Screens (PubChem)
MC4R barr agon: MC4R agonists recruiting beta-arrestin, primary screen, cell-based, luminescence, agonist arm of biased-ligand search | Melanocortin receptor 4 (Homo sapiens), P32245 | U2OS MC4R beta-arrestin complementation; percent of melanotan II response, DMSO zero | 360,000 tested, 0.98% active | activation, % at 8.9 µM;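 active means activation above a per-plate cutoff, the mean activation of sample wells on that plate plus 3 SD, cut at about 8% in these data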
ABCB6 inh MLPCN: ABCB6 transporter inhibitors, primary screen, K562-ABCB6 cells, flow cytometry, MLPCN library | ATP-binding cassette sub-family B member 6 (Homo sapiens), Q9NP58 | K562-ABCB6 porphyrin accumulation, 1 h; stronger effect = lower value | fluorescence ratio to DMSO, % at 10 µM | 360,000 tested, 0.19% active;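 active means fluorescence ratio to DMSO below 75%, the collection mean minus 3 SD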;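 further: signal is porphyrin accumulated inside mitochondria; 100% equals median channel fluorescence of DMSO control wells; lower ratio means ABCB6 inhibition with less porphyrin fluorescence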
HTR2A ag: mouse Htr2a agonists via beta-arrestin recruitment, primary screen, cell-based, luminescence; 5-hydroxytryptamine receptor 2A (Mus musculus), P35363; CHO-K1 mHTR2A beta-arrestin complementation; percent of 30 µM serotonin response; activation, % at 7.6 µM; 360,000 tested, 0.66% active;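 active means activation above a run cutoff, the mean activation of all tested compounds plus 3 SD, cut at about 14% in these data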;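 further: 0% = plate median of compound wells and 100% = 30 µM serotonin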
MC4R antagonist: MC4R antagonists of cAMP signaling, primary screen, cell-based, TR-FRET, antagonist arm of biased-ligand search. MC4R-expressing cells, MTII-stimulated cAMP, LANCE TR-FRET. 360,000 tested, 0.48% active. Melanocortin receptor 4 (Homo sapiens), P32245. inhibition, % at 6.5 µM. AID 540295, 2011;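 active means inhibition above its plate's cutoff, the mean of tested wells on that plate plus 3 SD, cut at about 29% in these data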;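 further: 0% = Melanotan II alone and 100% = Melanotan II plus saturating MCL0020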
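Material: U2OS-MC4R stable cell line | Reagent: Melanotan II challenge after compound preincubation | Doses: One concentration, 6.5 µM nominal | Incubation: 30-min compound preincubation, 1-h Melanotan II challenge, 1-h detection, room temperature | Signal: TR-FRET cAMP assay | Replicates: One well per compound, no replicates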
TLR9-MyD88 block: inhibitors of TLR9-MyD88 association in cells, primary screen, cell-based, CHO, BLA complementation, fluorescence; Toll-like receptor 9 (Homo sapiens) + Myeloid differentiation primary response protein …; 340,000 tested, 0.21% active; CCF4 FRET ratio; inhibition, % at 4.98 µM;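 active means inhibition above the mean over all tested compounds plus 3 SD, cut at about 21% in these data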;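 further: 0% = DMSO only wells and 100% = clavulanate BLA inhibitor control wells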
Target sequence (Q99836 whole entry, looked up): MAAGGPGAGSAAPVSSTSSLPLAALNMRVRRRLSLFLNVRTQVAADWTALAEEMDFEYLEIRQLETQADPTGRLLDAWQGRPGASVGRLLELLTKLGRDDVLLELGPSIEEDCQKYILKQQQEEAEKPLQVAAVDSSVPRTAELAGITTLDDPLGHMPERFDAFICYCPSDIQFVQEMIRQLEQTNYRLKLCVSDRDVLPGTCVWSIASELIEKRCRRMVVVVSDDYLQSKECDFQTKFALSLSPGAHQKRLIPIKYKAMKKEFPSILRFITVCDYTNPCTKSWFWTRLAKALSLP
Target sequence (Q9NR96 whole entry, looked up): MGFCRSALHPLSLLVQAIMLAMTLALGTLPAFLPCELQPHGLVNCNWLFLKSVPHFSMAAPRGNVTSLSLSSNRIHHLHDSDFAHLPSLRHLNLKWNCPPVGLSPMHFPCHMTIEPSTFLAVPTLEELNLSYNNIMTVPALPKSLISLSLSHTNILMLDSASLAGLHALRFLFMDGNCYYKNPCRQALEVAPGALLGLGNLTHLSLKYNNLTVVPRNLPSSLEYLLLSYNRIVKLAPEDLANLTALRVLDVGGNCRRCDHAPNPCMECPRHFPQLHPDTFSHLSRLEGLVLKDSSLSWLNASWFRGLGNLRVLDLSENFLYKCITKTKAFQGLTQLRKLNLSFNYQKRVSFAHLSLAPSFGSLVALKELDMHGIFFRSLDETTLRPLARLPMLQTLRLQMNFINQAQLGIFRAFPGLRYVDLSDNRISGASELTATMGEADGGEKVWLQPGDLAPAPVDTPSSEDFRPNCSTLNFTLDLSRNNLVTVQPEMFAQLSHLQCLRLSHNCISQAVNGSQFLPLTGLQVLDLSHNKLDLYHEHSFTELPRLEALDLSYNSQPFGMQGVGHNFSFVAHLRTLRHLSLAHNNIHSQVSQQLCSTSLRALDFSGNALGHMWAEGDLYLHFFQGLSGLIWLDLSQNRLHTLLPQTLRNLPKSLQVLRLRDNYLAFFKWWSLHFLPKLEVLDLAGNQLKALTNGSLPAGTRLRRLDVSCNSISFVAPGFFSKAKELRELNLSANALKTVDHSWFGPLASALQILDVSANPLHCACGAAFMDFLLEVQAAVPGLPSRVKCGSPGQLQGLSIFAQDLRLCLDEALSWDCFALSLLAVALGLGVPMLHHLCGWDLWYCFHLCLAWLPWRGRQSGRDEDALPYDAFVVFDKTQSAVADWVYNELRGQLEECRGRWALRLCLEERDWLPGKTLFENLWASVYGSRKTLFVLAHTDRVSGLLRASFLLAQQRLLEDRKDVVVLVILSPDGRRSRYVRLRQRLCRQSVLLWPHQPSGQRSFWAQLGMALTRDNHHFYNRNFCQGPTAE
N-glyco inh: increase of ERlucT glycosylation luciferase signal, primary screen, N-linked glycosylation inhibitor project, D54 ERlucT cells, luminescence, set 2 | D54 ERlucT glycosylation luciferase reporter, 24 h; percent of 100 nM tunicamycin response | reporter increase, % at 12.5 µM | 360,000 tested, 0.23% active | AID 588692, 2011;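 active means mean luciferase reporter signal, scaled so untreated is 0 and the glycosylation-blocking control 100, at or above a set limit in every replicate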;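 further: luciferase carries N-glycosylation sites so blocking glycosylation raises the light; 0% = median of neutral control wells and 100% = median of 100 nM tunicamycin wells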
SRC2 inh: inhibition of GAL4-SRC2 driven luciferase reporter, primary screen, SRC2 inhibitor project, cell-based, luminescence; Nuclear receptor coactivator 2 (Homo sapiens), Q15596; HEK293 GAL4-SRC2 luciferase reporter; inhibition, % at 9 µM; 370,000 tested, 0.17% active;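 active means inhibition above the mean inhibition of all tested compounds plus 3 SD, set per campaign, cut at about 52% in these data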;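 further: 0% = DMSO treated cells and 100% = cells given Gossypol at 36 µM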
ABHD5 PLIN5 PPI: ABHD5-PLIN5 interaction inhibitors, primary screen, cell lysate, split luciferase complementation, luminescence; inhibition, % at 4 µM; AID 602281, 2012; Split G. princeps luciferase complementation, 4 h; 360,000 tested, 0.78% active;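 active means inhibition above the mean inhibition across every tested compound plus 3 SD, cut at about 22% in these data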;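 further: 0% = DMSO only wells and the 100% control is not disclosed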
NOD2 RIPK2 PPI: NOD2-RIPK2 binding disruptors in cells, primary screen, fluorescence, CHO cells, BLA complementation | CCF4 ratio | inhibition, % at 4.98 µM | 360,000 tested, 0.38% active | AID 624267, 2012; in the data active means inhibition above about 21%;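 further: 0% = vehicle only and 100% = reference blocker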
Cardio protect: cardioprotection against H2O2-induced cell death, primary screen, uHTS, H9c2 cells, ATPLite luminescence; AID 588492, 2011; 360,000 tested, 0.63% active; H9c2 cardiomyocytes, H2O2 injury protection, 2 h; protection from H2O2 cell death, % at 20 µM;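 active means compounds giving at least 50% protection of heart cells from peroxide-induced death in the single-dose screen, raw or plate-pattern-corrected value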;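 further: 0% = DMSO wells with peroxide and 100% = DMSO wells without peroxide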
The depositor's hits bear a star; / = no result given. The list is partial; the hit share may differ from the screen's.

SMILES	MC4R barr agon	ABCB6 inh MLPCN	HTR2A ag	MC4R antagonist	TLR9-MyD88 block	N-glyco inh	SRC2 inh	ABHD5 PLIN5 PPI	NOD2 RIPK2 PPI	Cardio protect
O=C(O)C[C@H]1c2cc(F)ccc2S(=O)(=O)N1C1CCCCC1	-0.8	95	4	5	7	3	-2	2	10	6
CCC(Sc1nc2ccccc2[nH]1)C(=O)Nc1ccc(NC(C)=O)cc1 (configuration not stated)	-2.4	99	5	-3	-4	0	-10	2	-9	0
CC1CCN(c2ccc(C(F)(F)F)cc2N)CC1	0.2	95	4	6	-1	-2	-12	1	-1	-1
COc1ccc(S(=O)(=O)N2CCSCC2)cc1C(N)=O	0.4	93	8	0	6	-1	3	-2	-4	-4
CCOc1cc(C(=O)N(CC)CC(=O)Nc2c(F)cccc2F)ccc1OCC(=O)N1CCOCC1	-0.7	103	-5	0	-6	0	/	-2	0	-4
O=S1(=O)CC(O)C(N2CCCCC2)C1 (configuration not stated)	-0.9	88	-1	-1	10	2	-22	3	2	13
Cc1cccnc1NC(=O)Nc1cccs1	0.8	103	3	16	-8	2	-36	-2	-6	14
CCOC(=O)CC(NC(=O)c1ccccc1)c1ccc(OC)cc1 (configuration not stated)	-2.8	103	-2	9	11	2	-12	3	-10	5
COC(=O)c1ccc(C)c(NC(=O)COC(=O)C2CC3CCCC(C2)C3=O)c1 (configuration not stated)	0.2	96	8	12	0	2	31	-1	5	-2
Cc1ccc(C)n1CCN1CCN(C(=O)CC#N)CC1	-1.9	98	1	17	2	3	-6	3	3	-3
CCOc1cc2[nH]c(=O)n(CCCN3CCCC3=O)c(=O)c2cc1OCC	-1.2	94	-1	7	-10	0	1	0	-7	5
Cc1[nH]c2ccccc2c1C(=O)C(=O)Nc1ccc2c(c1)OCO2	-2.8	99	-6	-5	2	4	-51	3	10	1
CC(C)CNC(=O)C1C2C=CC(C2)C1C(=O)O (configuration not stated)	-1.9	98	-3	6	-2	-1	-8	-3	-3	3
O=C(O)/C(=C/c1cccnc1)NC(=O)c1ccccc1	-1.2	95	0	6	1	-1	0	1	-3	7
O=C(CCNS(=O)(=O)c1cccc2nsnc12)NCc1ccccc1Cl	-2.5	97	-6	0	-4	-3	-36	2	2	-5
COC(=O)c1ccccc1S(=O)(=O)N1CCCC(c2nc3c(nnn3Cc3ccc(C)cc3)c(=O)[nH]2)C1 (configuration not stated)	-1.0	89	-5	5	-4	-1	-3	-2	-4	12
COc1cccc(-c2nn(-c3ccc(F)cc3)cc2C(=O)NCC2CCCO2)c1 (configuration not stated)	-2.1	99	-5	9	-5	-1	-17	8	-3	9
CCOCCCN1CN(S(=O)(=O)c2ccc(Cl)cc2)c2nc3ccccc3nc21	-0.1	112	2	4	-6	0	26	3	-5	3
Cc1ccc(N(C(=O)c2ccc3c(c2)OCO3)C2C=CS(=O)(=O)C2)cc1C (configuration not stated)	-3.9	102	1	10	5	3	36	0	5	-3
COCCN1C(=O)c2oc3ccccc3c(=O)c2C1c1ccc(O)c(OC)c1 (configuration not stated)	-0.6	101	0	10	4	1	-2	1	-5	-4
COc1ccc(CCNCc2ccc(OCc3ccc(Cl)nc3)c(OC)c2)cc1OC	-2.3	96	0	4	-2	-2	2	4	-9	11
c1ccc(Cc2ccc(OCCN3CCOCC3)cc2)cc1	0.2	89	-6	-3	4	1	-2	8	-8	-8
COc1ccc(OC)c(CN2C(=O)CSCC2(C)C(=O)NCc2ccccc2)c1 (configuration not stated)	/	/	0	/	/	/	21	-5	-6	/
COc1ccc(S(=O)(=O)N2CCN(c3ccccn3)CC2)cc1OC	-1.2	99	-6	16	7	0	-17	2	-6	0
CCNc1nc(NCC)n2c(SC(C(=O)Nc3cc(C)ccc3C)c3ccccc3)nnc2n1 (configuration not stated)	0.4	94	-1	6	1	0	-9	-3	2	-1
C=CCC1(C#N)C(=S)NC2=C(C(=O)CC(C)(C)C2)C1c1ccc(Br)cc1 (configuration not stated)	-1.7	97	0	13	-11	1	-15	-2	-2	14
O=[N+]([O-])c1cccc(Cl)c1NCCNc1ncc(C(F)(F)F)cc1Cl	3.8	89	-4	13	4	-3	-39	8	-7	-16
O=C1CCCN1c1ccc(S(=O)(=O)N2CCC(c3ccccc3)CC2)cc1	-1.7	99	-7	-1	11	-1	3	3	-6	-16
CN1CCCC(C(=O)Nc2cccc(Cl)c2)CC1 (configuration not stated)	0.5	97	-1	3	/	0	4	2	-15	6
Cc1ccccc1C(=O)N1CCN(c2ccc(NC(=O)c3cccc(OC(C)C)c3)cc2)CC1	1.0	99	8	9	0	-11	2	9	1	-11
COc1ccc(C2CC(=O)CC(=O)C2n2cncn2)cc1 (configuration not stated)	1.1	98	2	13	5	1	-17	4	0	2
CCCc1cc(Nc2ccccc2C)n2ncnc2n1	0.6	94	2	-1	-1	4	-8	10	0	-2
O=C(NNC(=O)C12CC3CC(CC(O)(C3)C1)C2)c1ccccc1O	-2.8	97	4	1	2	1	-20	-7	-10	2
O=C(COc1cccc2ccccc12)N/N=C/c1ccncc1	-1.1	106	-2	14	-3	-4	6	-8	-3	-6
Cc1ccc(CNC(=O)c2ccc(S(=O)(=O)N(C)C)cc2)n1C	-2.9	98	0	10	1	1	8	7	-5	4
O=C(Nc1nc(-c2cccs2)cs1)c1ccc(S(=O)(=O)N2CCCC2)cc1	-1.3	89	-4	15	-2	-4	14	-2	-5	-8
CC(C)(C)OC(=O)N1CCC(CC2CC(c3ccccc3)=NO2)(C(=O)NCc2ccccc2)CC1 (configuration not stated)	0.6	96	-4	0	-1	1	28	0	5	-2
COc1ccc(-c2c(C)nc(N)nc2-c2ccc(OCc3ccc(C)cc3)cc2O)cc1OC	9.6*	90	-1	4	1	-3	2	-1	-2	-6
C=CCOC(=O)CCC(=O)Nc1cccc2ccccc12	-2.2	91	-6	-1	-9	0	-4	-4	-5	-5
Cc1cccc(NC(=O)CN2C(=O)NC3(CCCCCCC3)C2=O)c1C	-1.7	97	-5	-2	3	1	6	-1	-5	-1
COc1ccc(OCC(O)CNCCOc2ccccc2OC)c(C(C)(C)C)c1 (configuration not stated)	3.4	99	-4	6	-11	-2	-16	-2	9	-8
C=CC(=O)Nc1cccc(Oc2ccnc(Nc3ccc(N4CCN(C)CC4)cc3)n2)c1	0.1	92	-10	8	-14	-14	20	12	-13	13
COc1cc(S(=O)(=O)NCc2ccc3c(c2)OCO3)ccc1F	-1.2	100	-5	-3	2	1	17	-1	-2	-4
COc1cc(NC(=O)Cc2ccccc2OC)cc(OC)c1	-1.0	101	1	2	2	-1	-13	5	-6	2
CC(=O)Nc1sc(C)c(C)c1C(=O)OCC(=O)Nc1ccccc1	1.2	99	-2	0	6	85*	13	0	-9	10
COC(=O)c1ccccc1Oc1cnc2ccccc2n1	-1.6	101	3	-3	7	1	-24	-2	-16	-2
O=C(CCCOc1ccccc1)NN1C(=O)NC2(CCCCC2)C1=O	-2.2	100	5	12	-4	1	8	6	-6	-1
CC(=O)c1cccc(N(C(=O)CNC(=O)c2ccco2)C(C(=O)NCc2ccco2)c2ccccc2)c1 (configuration not stated)	-2.5	95	2	7	2	0	-50	1	2	24
COC(=O)C1=C(O)/C(=C\c2ccc(CNC(=O)C(=O)Nc3ccc(C)cc3)o2)N=C1C	-0.3	93	-1	13	-6	-2	-14	12	-9	2
O=C(Nc1ccc(Cl)c(S(=O)(=O)N2CCCCC2)c1)c1ccco1	-3.0	82	4	0	-4	-2	11	-7	6	-4
C=CCNC(=O)/C(=C\c1ccc([N+](=O)[O-])cc1)NC(C)=O	0.3	95	4	-1	5	2	-31	10	2	1
O=C(COC(=O)c1cc(Br)ccc1O)NC12CC3CC(CC(C3)C1)C2	-1.3	101	-1	10	8	3	-3	-5	-18	-2
COc1ccc(C(=O)N/N=C/C(Br)=C/c2ccccc2)cc1	0.9	95	-4	-3	7	2	-34	11	14	4
CCn1c(C(=O)N2CCCC(C(=O)NCCCc3ccccc3)C2)cc2sccc21 (configuration not stated)	1.4	89	-6	11	3	1	4	4	5	-2
COc1cc(Cl)cc(C2NC(=S)NC(c3ccccc3)=C2C(C)=O)c1OCC(=O)O (configuration not stated)	-2.1	102	0	6	-12	0	-14	-11	3	-6
O=C(NCc1cccnc1)c1cccnc1Sc1ccc(Cl)cc1	1.6	100	5	-3	-6	1	-26	3	5	2
COC(=O)c1cc(-c2c(-c3ccc4c(c3)OCO4)noc2-c2ccsc2)cc([N+](=O)[O-])c1	2.2	93	-1	15	0	-2	-44	-12	-10	0
O=C(N(Cc1ccccc1)c1ccccn1)C12CC3CC(CC(C3)C1)C2	2.0	99	1	1	-12	-2	11	-2	-3	-1
CN(C)CCCN(C(=O)c1ccc(S(=O)(=O)N2CCCCCC2)cc1)c1nc2c(F)cc(F)cc2s1	1.3	100	-4	5	-9	-3	-24	-8	-2	-13
Cn1cccc1-c1cc(C(=O)N2CCc3c([nH]c4ccccc34)C2c2ccccn2)[nH]n1 (configuration not stated)	-3.3	97	-4	4	12	4	1	11	-4	5
Cc1ccc2nc3c(c(C(=O)OC4CCOC4=O)c2c1)CCCC3 (configuration not stated)	2.1	99	-3	15	-4	3	-6	-6	-3	2
